# From PubChem
# HP1b binding inh: HTS for Inhibitors of HP1-beta Chromodomain Interactions with Methylated Histone Tails | actives 0.56% (n = 390,000) | Chromobox protein homolog 1 (Homo sapiens), P83916 | Potency, µM (top dose mostly 114 µM), for the others: top-dose activity change, negative = inhibition, most hits filed as inhibitors | AID 540317, 2011 | AlphaScreen HP1-beta / biotin-H3K9me3 peptide binding; note: potency is the fitted concentration of half-maximal effect; nearly all actives have a fitted effect of over 70% in size; inactives centre near 23
# Target sequence (P83916 whole entry, looked up): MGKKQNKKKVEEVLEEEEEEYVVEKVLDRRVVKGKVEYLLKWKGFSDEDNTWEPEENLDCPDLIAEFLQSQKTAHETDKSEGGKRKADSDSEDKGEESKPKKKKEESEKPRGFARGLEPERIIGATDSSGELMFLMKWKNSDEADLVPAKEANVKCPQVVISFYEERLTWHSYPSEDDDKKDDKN
#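 HP1-beta protein (50 nM final) preincubated 30 min at room temperature with biotinylated H3(1-18)K9me3 peptide (50 nM) in PBS pH 7.4, 0.01% Tween-20, then compound added for 30 min. AlphaScreen streptavidin donor/nickel chelate acceptor beads (10 ug/mL final), 30 min dark, luminescence read.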
# mIDH1 inhibitor: qHTS for Inhibitors of mutant isocitrate dehydrogenase 1 (IDH1): qHTS; IDH1-R132H enzyme, NADPH consumption, diaphorase/resazurin fluorescence; Potency, µM (highest dose often 76.6 µM), inactives show top-dose activity change, negative = inhibition, most hits filed as inhibitors; actives 0.093% (n = 390,000); AID 602179, 2012; note: potency is the fitted concentration of half-maximal effect; % is set by controls: 0 for no effect and ±100 for the full control effect; nearly all actives have a fitted effect of over 65% in size
#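 IDH1-R132H (0.5 ug/mL dispensed) in pH 7.5 Tris buffer was preincubated 30 min with compound, then given a substrate mix of 0.016 mM NADPH and 2 mM alpha-KG for 80 min at room temperature; remaining NADPH was read by diaphorase/resazurin fluorescence.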
# PI4K2A block: qHTS for small molecular inhibitors of PI4K2A | purified PI4K2A, ADP-Glo luminescence, 1 h; active compounds read low | actives 0.13% (n = 420,000) | activity change, negative = inhibition, % at 76.9 µM | Phosphatidylinositol 4-kinase type 2-alpha (Homo sapiens), Q9BTU6; in the data active = activity change below about -50%; inconclusive = mostly about -30% to -49%;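 note: -100% = wells without enzyme as full effect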
#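 ADP-Glo luminescence measured ADP generated by PI4K2A enzyme (4 ug/mL before mixing) with 1.2 mM PI substrate (pre-mix) and 300 microM ATP (pre-mix). Tris pH7.5 buffer with MgCl2, Triton X-100; 1 h reaction at ambient temperature.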
# USP1 inh: Inhibitors of USP1/UAF1: Primary Screen; Ubiquitin carboxyl-terminal hydrolase 1 (Homo sapiens), O94782; recombinant USP1/UAF1, Ub-Rhodamine cleavage fluorescence; Potency, µM (top dose mostly 57.1 µM), for the others: at the top dose activity change, negative = inhibition, actives largely listed as inhibitors; actives 0.23% (n = 390,000); note: potency is the fitted concentration of half-maximal effect; % is set by controls: 0 for no effect and ±100 for the full control effect; nearly all actives have a fitted effect of over 60% in size; inactives centre near -12
# Target sequence (O94782 whole entry, looked up): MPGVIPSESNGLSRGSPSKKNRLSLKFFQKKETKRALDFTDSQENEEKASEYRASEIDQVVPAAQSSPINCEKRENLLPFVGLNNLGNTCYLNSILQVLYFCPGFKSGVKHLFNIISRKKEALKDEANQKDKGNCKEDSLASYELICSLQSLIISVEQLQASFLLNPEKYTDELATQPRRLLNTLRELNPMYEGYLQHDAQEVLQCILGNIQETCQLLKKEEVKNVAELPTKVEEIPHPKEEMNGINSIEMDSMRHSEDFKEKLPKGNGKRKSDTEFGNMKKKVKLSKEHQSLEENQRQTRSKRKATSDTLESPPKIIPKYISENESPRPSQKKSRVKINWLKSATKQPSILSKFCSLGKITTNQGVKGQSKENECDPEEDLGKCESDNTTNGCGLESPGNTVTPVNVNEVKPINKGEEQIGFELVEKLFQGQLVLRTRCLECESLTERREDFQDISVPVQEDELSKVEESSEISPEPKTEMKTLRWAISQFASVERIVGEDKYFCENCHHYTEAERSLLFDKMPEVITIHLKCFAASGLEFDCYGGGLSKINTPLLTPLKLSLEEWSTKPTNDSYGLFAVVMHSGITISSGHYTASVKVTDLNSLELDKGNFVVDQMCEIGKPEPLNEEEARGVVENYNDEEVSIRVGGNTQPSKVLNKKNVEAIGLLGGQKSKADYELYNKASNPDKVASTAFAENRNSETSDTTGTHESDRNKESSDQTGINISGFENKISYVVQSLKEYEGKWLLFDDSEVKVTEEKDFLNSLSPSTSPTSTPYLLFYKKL
#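 In this screen, compounds sit with the deubiquitinase complex (1nM) for 15 min at room temperature before Ub-Rho is added at 150nM final. Fluorescence rise is then followed for 6 reads every 60 seconds.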
# TrxR1 substrate: qHTS Assay for Substrates of Mammalian Selenoprotein Thioredoxin Reductase 1 (TrxR1): qHTS; purified TrxR1 substrate turnover, NADPH consumption readout; Potency, µM (top dose mostly 114 µM), for the others: top-dose activity change, negative = substrate turnover; actives 0.01% (n = 390,000); note: potency is the fitted concentration of half-maximal effect; % is set by controls: 0 for no effect and ±100 for the full control effect; nearly all actives have a fitted effect of over 50% in size
#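 Rat TrxR1, dispensed at 90 nM, was prereduced with 400 uM NADPH (final) for 5 min at ~22 deg C, then incubated with compound 15 min before 400 uM selenite. A first-read NADPH fluorescence drop versus no-compound background flagged substrates.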
# Pin1 inhibitor: qHTS Assay to Find Inhibitors of Pin1; Peptidyl-prolyl cis-trans isomerase NIMA-interacting 1 (Homo sapiens), Q13526; Pin1 FP peptide displacement, HiFluor488, 10 min; Potency, µM (top dose mostly 115 µM), without a hit: at the top dose activity, negative = inhibition, hits mostly inhibitors; actives 0.009% (n = 390,000); AID 504891, 2011; active = well fitted inhibition curve with a large enough effect in the polarisation, with a control signal flat, not every such curve was filed as active; inconclusive = small, poorly fitted or top-dose-only effect, or effect the other way, or a change in a side signal; inactive = no such curve, though single readings can be large or run the other way; the % refers to the polarisation; note: potency is the fitted concentration of half-maximal effect; % is set by controls: 0 for no effect and ±100 for the full control effect
# rTrxR1 inhibitor: qHTS Assay for Inhibitors of Mammalian Selenoprotein Thioredoxin Reductase 1 (TrxR1): qHTS | Thioredoxin reductase 1, cytoplasmic (Rattus norvegicus), O89049 | recombinant rTrxR1, NADPH fluorescence consumption, selenite substrate | Potency, µM (series often up to 114 µM), inactives show at the highest dose activity change, negative = inhibition, usual class: inhibitors | actives 1% (n = 390,000) | AID 588453, 2011; note: potency is the fitted concentration of half-maximal effect; % is set by controls: 0 for no effect and ±100 for the full control effect; nearly all actives have a fitted effect of over 65% in size
#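 Rat TrxR1 (90 nM in the dispensed reagent) was pre-reduced with 400 uM NADPH for 5 min at room temperature, then incubated with compound for 15 min. After 400 uM selenite was added, NADPH fluorescence (Ex 340/Em 450 nm) was followed for 8 min.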
# PGK inhibitor: qHTS Assay to Find Inhibitors of Phosphoglycerate Kinase. actives 0.043% (n = 380,000). Potency, µM (doses to about 57.5 µM), for inactives: at the top dose activity change, negative = inhibition, usual class: inhibitors. PGK/GAPDH coupled, Kinase-Glo luminescence, 60 min. Phosphoglycerate kinase, glycosomal (Trypanosoma brucei brucei), P07378; note: potency is the fitted concentration of half-maximal effect; % is set by controls: 0 for no effect and ±100 for the full control effect; nearly all actives have a fitted effect of over 60% in size
#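 Luminescent ATP detection (Kinase-Glo Plus) follows a 60-minute room-temperature incubation, with wells lacking PGK as controls. Buffer: 100 mM TEA (pH 7.6), 5 mM MgCl2, 0.01% Tween-20. Coupling enzyme GAPDH (100 nM final) supplies unstable 1,3-BPG in-well.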
# GLS inhibitor: qHTS for Inhibitors of Glutaminase (GLS); actives 0.21% (n = 410,000); AID 624170, 2012; Potency, µM (series often up to 45.5 µM), without a hit: top-dose activity change, negative = inhibition, usual class: inhibitors; GLS enzymatic activity, qHTS titration; note: potency is the fitted concentration of half-maximal effect; % is set by controls: 0 for no effect and ±100 for the full control effect
#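 hKGA in 45 mM KH2PO4 (pH 8.2), 0.02% Tween-20 with compound, then 1mM L-Glutamine (stock as added) plus glutamate oxidase/HRP/Amplex red coupling mix. Fluorescence read initially and after 30 min at RT; signal change reflects glutamate formation.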
# * hit, by the source's call; i = inactive; ? = inconclusive; nt = no result given; [ ] = dose if it differs, or a comment. Unless noted, calls come from the whole dose curve; as a rule, active = well fitted curve in the direction sought with a large enough effect; inconclusive = small, poorly fitted or top-dose-only effect, or another doubt; inactive = no such curve, though single readings can be large; an effect the other way counts as inactive or inconclusive. Only part of the results is shown. The share of hits here may be higher or lower than overall.
cpd	SMILES	HP1b binding inh	mIDH1 inhibitor	PI4K2A block	USP1 inh	TrxR1 substrate	Pin1 inhibitor	rTrxR1 inhibitor	PGK inhibitor	GLS inhibitor
1	COc1cnn(-c2ccccc2)c(=O)c1SCc1ccc(Cl)c(Cl)c1	94%	7%	2	-6%	2%	-1%	11%	-9%	0%
2	C/C(=N/NC(=O)c1nnn(-c2nonc2N)c1-c1ccccc1)c1ccc2c(c1)OCO2	6%	11%	5	-21%	28%[57.1 µM]	1%	5%[57.1 µM]	5%	1%
3	CCN(CC)CCOC(=O)c1c(C)n(C)c2ccc(OC)cc12	41%	7%	-2	-7%	-9%	1%	-12%	i	-5%
4	COc1ccc(Cl)cc1NC(=O)CN(C)C(=O)/C=C/c1ccco1	15%	4%	-2	-12%	-8%	3%	5%	-6%	1%
5	Cc1csc(SCC(=O)NC23CC4CC(CC(C4)C2)C3)n1	33%	3%	-1	-16%	1%	-9%	2%	6%	5%
6	CCOc1ccc(NC(=O)CSc2nc(N)c(-c3ccccc3)c(=O)[nH]2)cc1	-11%	-2%	3	-20%	8%	-4%	17%[57.1 µM]	-10%	7%
7	COc1ccc(C(=O)NC(CCSC)C(=O)NC2CC2)cc1 (configuration not stated)	50%	2%	-6	-21%	7%	5%	18%	i	-7%
8	Nn1c(=O)[nH]c2ccccc2c1=O	15%	-9%	-1	20%	-15%	-10%	-27%	0%	14%
9	Cc1ccc(NC(=O)C2CCC(CNS(=O)(=O)c3cccc4nsnc34)CC2)c(Cl)c1 (configuration not stated)	36%[activator]	17%	-2	-18%	5%	-6%	30%	-5%	3%
10	Cc1ccc(C)n1NC(=O)c1ccccc1[N+](=O)[O-]	-24%	4%	5	-27%	-3%[57.1 µM]	-2%	-3%[57.1 µM]	-1%	18%
11	Cc1cc(C(=O)COC(=O)c2nccnc2N)c(C)n1C	-6%	2%	0	4%	20%	1%	22%[57.1 µM]	0%	-15%
12	COc1cccc(NC(=O)Nc2cc(C(=O)NC(C)C)ccc2N2CC3CC(C2)c2cccc(=O)n2C3)c1 (configuration not stated)	10%	-5%	2	-6%	5%[57.1 µM]	1%	23%[57.1 µM]	0%	-1%
13	COc1cccc2c1cc1c(=O)n(CC(=O)NCc3ccco3)nc(C)n12	18%	-17%	-3	-24%	15%	15%	9%	5%	-15%
14	O=C(Nc1ccc(OC(=O)c2ccco2)cc1)c1ccco1	19%	-1%	?	-8%	-2%	5%	-12%	?	-2%
15	CCCN1CCN(C(=O)c2ccc(S(=O)(=O)N(C)c3ccccc3OC)cc2)CC1	nt	9%	-4	-24%	nt	nt	nt	i	-1%
16	O=C(CCN1C(=O)c2ccccc2Sc2ncccc21)Nc1ccc(F)cc1	10%	0%	-15	12%	-6%	3%	7.1µM*	-4%	-11%
17	CCN(CC)S(=O)(=O)c1ccc(C(=O)NCC(=O)NC2CC2)cc1	-18%	-12%	0	-2%	-8%[57.1 µM]	-2%	-6%[57.1 µM]	i	-3%
18	Cc1ccc(NC(=O)COC(=O)c2ccc(-n3cccn3)cc2)cc1C	17%	-1%	-4	-9%	7%	-1%	33%	-1%	-4%
19	Cc1ccc(-c2c[nH]c(=S)n2-c2ccccc2F)cc1	?	9%	-1	-17%	-3%[57.1 µM]	4%	-6%[57.1 µM]	-9%	-1%
20	Fc1ccc(-c2nc3ccccn3c2NCc2ccc3c(c2)OCO3)cc1	?	13%	-5	-21%	54%	-5%	27%[57.1 µM]	-6%	0%
21	Cc1cc(C(=O)CN2C(=O)C(=O)N(CC(C)C)C2=O)c(C)n1C1CC1	-10%	0%	-2	-6%	-12%	1%	-11%	-5%	6%
22	O=C(Nc1c(C(=O)N2CCN(c3ccccc3)CC2)oc2ccccc12)c1ccc(Br)o1	32%	0%	1	-6%	-9%	-3%	3%	-9%	-8%
23	COC(=O)c1ccc(CNC(=O)Cn2cnc3c(NCc4ccccc4)ncnc32)cc1	41%[activator]	12%	-4	-29%	6%	-2%	19%	-7%	-5%
24	COc1cccc(CNC(=O)COC(=O)c2c(C)nn(-c3ccccc3)c2Cl)c1	9%	2%	-15	-27%	-5%	3%	-6%	-5%	2%
25	CCOc1ccc(NC(=O)CSc2nnc(Cn3cnc4ccccc43)n2C)cc1	35%	-1%	5	-14%	9%[57.1 µM]	?	12%[57.1 µM]	3%	-1%
26	CCn1c(CNC(=O)c2ccc(OC)c(OC)c2)nnc1SCC(=O)c1ccc(OC)cc1	-13%	-2%	5	-16%	-4%[57.1 µM]	2%	0%[57.1 µM]	-1%	-6%
27	COc1ccccc1CNC(=O)CN1c2cccc3cccc(c23)S1(=O)=O	51%[activator]	3%	-2	-21%	14%	-5%	20%	5%	4%
28	COc1ccccc1NC(=O)Cn1c(C)cc(C)c(C#N)c1=O	28%	-3%	-3	-31%	-1%[57.1 µM]	-2%	14%[57.1 µM]	7%	2%
29	CCOc1ccc(OCC(=O)NCc2n[nH]c(=O)c3ccccc23)cc1	19%	8%	-5	-14%	0%	-4%	3%	-11%	0%
30	CC(=O)NC1C(=O)N(CCN2CCOCC2)c2ccc(Br)cc21 (configuration not stated)	?	?	-9	3%	5%[0.0914 µM]	-17%	4%	-4%	?
31	COCCn1c(SCC(=O)N2CCc3ccccc3C2)nc2cc(Cl)ccc2c1=O	16%	26µM*	5	-12%	-4%	2%	6%	-1%	12%
32	CCC1CCCCN1C(=O)Cn1nc([N+](=O)[O-])c(Cl)c1C (configuration not stated)	14%	0%	2	-13%	-1%	0%	9%	-16%	0%
33	O=C(CSc1nc(C2CCCCC2)nc2ccccc12)N1CCCC1	39%	-7%	17	-27%	-6%	-1%	-1%	-4%	2%
34	CC1(C)CCC[C@]2(C)C(CS(=O)c3ccccc3)=C(C=O)CC[C@@H]12 (some centres not stated)	43%	0%	2	-20%	-7%	-2%	-11%	-8%	-3%
35	Cc1ccc(NC(=O)C2C3C=CC(O3)C2C(=O)O)c(C)c1 (configuration not stated)	35%	-5%	2	-22%	3%	-3%	?	-7%	-11%
36	CC(CCc1ccccc1)NC(=O)C1CCC1 (configuration not stated)	17%	2%	-6	-7%	-5%[57.1 µM]	1%	-7%[57.1 µM]	-7%	0%
37	Cc1cc(C)c(C#N)c(Nc2ccccc2Cl)n1	50%[activator]	-8%	-4	2%	13%[57.1 µM]	-6%	-3%	0%	-8%
38	CC(=O)Nc1cc(C(=O)NCc2ccc(F)cc2)ccc1S(=O)(=O)c1ccc(C)cc1	16%	2%	3	?	-3%[57.1 µM]	2%	14%[57.1 µM]	1%	-8%
39	c1ccc2c3c(cc(N4CCOCC4)c2c1)OC1(N2CCOCC2)CCCCC1O3 (configuration not stated)	4%	15%	-4	-9%	193%[activator]	-7%	54%[activator]	-1%	-1%
40	N#CNC(=Nc1cccc(F)c1)SCc1ccccc1	24%	3%	-2	-2%	0%	6%	10%	nt	-4%
41	COc1ccc(CCC(=O)NC(C)c2ccccc2)cc1OC (configuration not stated)	89%[activator]	5%	-1	-16%	5%	-1%	16%	-3%	-2%
42	COc1cc(NC(=O)CSc2nc3[nH]ncc3c(=O)n2-c2ccccc2)cc(OC)c1OC	nt	10%	-6	?	nt	nt	nt	i	-4%
43	CCc1nnc(NC(=O)CSc2nnc(-c3ccco3)n2C)s1	41%[activator]	13%	6	-11%	-1%[57.1 µM]	1%	-18%[57.1 µM]	i	2%
44	CCCN1CCN(c2ncnc3c2nnn3Cc2ccccc2)CC1	8%	11%	5	-11%	7%[57.1 µM]	0%	4%[11.4 µM]	-9%	2%
45	COc1ccc(CC(=O)OCC(=O)NC2CCCCCC2)cc1OC	3%	4%	-2	-21%	5%	-12%	16%	i	-1%
46	COc1ccc(S(=O)(=O)N2CCOC23CCN(C(=O)c2ccccc2OC)CC3)cc1	-12%	3%	3	-13%	0%[57.1 µM]	-4%	-5%[57.1 µM]	-4%	-1%
47	COc1ccc2nc(-c3ccccn3)[nH]c2c1	45%[activator]	2%	-24	-24%	20%	1%	21%	-17%	0%
48	Cn1nnnc1SCc1c(F)cccc1F	28%	1%	0	-14%	6%	-2%	18%	9%	-3%

# Full records, looked up by structure. Screens in order: HP1b binding inh, mIDH1 inhibitor, PI4K2A block, USP1 inh, TrxR1 substrate, Pin1 inhibitor, rTrxR1 inhibitor, PGK inhibitor, GLS inhibitor
# Record of COc1cc(NC(=O)CSc2nc3[nH]ncc3c(=O)n2-c2ccccc2)cc(OC)c1OC → nt, 10%, -6, ?, nt, nt, nt, i, -4%
# Record of Cc1cc(C)c(C#N)c(Nc2ccccc2Cl)n1 → 50%[activator], -8%, -4, 2%, 13%[57.1 µM], -6%, -3%, 0%, -8%
